TbPYK inhibitor: qHTS of Trypanosoma Brucei Inhibitors | pyruvate kinase (Trypanosoma brucei), Q57TT1 | TbPYK enzyme, Kinase-Glo Plus ATP luminescence, 45 min | AID 624173, 2012 | Potency, µM (highest dose often 76.8 µM), for inactives: at the top dose activity, negative = inhibition, actives largely listed as inhibitors | hit rate 0.12% among 410,000; note: nearly all actives have a fitted effect of over 50% in size
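Glycolytic pyruvate kinase of T. brucei was incubated with substrate, test compound and 130 uM ADP for 45 minutes at room temperature. Luminescent Kinase-Glo Plus signal was measured after 10 minutes.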
Pf growth 48h: Primary qHTS for delayed death inhibitors of the malarial parasite plastid, 48 hour incubation | P. falciparum luciferase growth in erythrocytes, 48 h | Potency, µM (top dose mostly 28.7 µM), for inactives: top-dose activity change, negative = inhibition, hits mostly inhibitors | hit rate 5.9% among 310,000 | AID 504832, 2011
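Luciferase-expressing parasites in RBCs, 2% Hct / 0.1% parasitemia final; RPMI 1640 + 0.5% Albumax; 37 C, 5% CO2, one generation; luminescence read-out, lower signal = inhibition.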
Sm TGR block: qHTS Assay for the Inhibitors of Schistosoma Mansoni Peroxiredoxins | Schistosoma mansoni thioredoxin glutathione reductase (TGR), Q962Y6 | purified TGR, DTNB reduction, TNB absorbance 405 nm | Potency, µM (series often up to 114 µM), without a hit: at the top dose activity change, negative = inhibition, usual class: inhibitors | hit rate 3% among 360,000 | AID 485364, 2010; note: nearly all actives have a fitted effect of over 60% in size
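First, TGR (20 nM dispensed) and NADPH were mixed with compound. Second, a 15 min room-temperature incubation followed. Third, further NADPH and then DTNB were added to start the reaction. Finally, TNB absorbance was monitored kinetically.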
HCV inhibitor: qHTS Assay for Inhibitors of Hepatitis C Virus (HCV) | hit rate 3.4% among 340,000 | Huh7.5.1 HCVcc-Cre infection, luciferase reporter, 44 h | Potency, µM (doses to about 41.8 µM), for inactives: top-dose activity change, negative = inhibition, hits mostly inhibitors | AID 651820, 2012
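Infectious HCV cell culture screen: compound-treated cells (1,000/well, pre-plated 4 h) are infected with HCVcc-Cre at roughly 0.5 moi and grown 44 h. Infection is quantified by luciferase signal after 15 min substrate incubation at room temperature.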
LmPK inh: qHTS Assay for Inhibitors of Leishmania Mexicana Pyruvate Kinase (LmPK) | Q27686 | purified LmPK, Kinase-Glo ATP luminescence, 1 h | Potency, µM (highest dose often 57.5 µM), inactives show top-dose activity change, negative = inhibition, most hits filed as inhibitors | hit rate 0.37% among 290,000 | AID 1721, 2009
Target sequence (Q27686 whole entry, looked up): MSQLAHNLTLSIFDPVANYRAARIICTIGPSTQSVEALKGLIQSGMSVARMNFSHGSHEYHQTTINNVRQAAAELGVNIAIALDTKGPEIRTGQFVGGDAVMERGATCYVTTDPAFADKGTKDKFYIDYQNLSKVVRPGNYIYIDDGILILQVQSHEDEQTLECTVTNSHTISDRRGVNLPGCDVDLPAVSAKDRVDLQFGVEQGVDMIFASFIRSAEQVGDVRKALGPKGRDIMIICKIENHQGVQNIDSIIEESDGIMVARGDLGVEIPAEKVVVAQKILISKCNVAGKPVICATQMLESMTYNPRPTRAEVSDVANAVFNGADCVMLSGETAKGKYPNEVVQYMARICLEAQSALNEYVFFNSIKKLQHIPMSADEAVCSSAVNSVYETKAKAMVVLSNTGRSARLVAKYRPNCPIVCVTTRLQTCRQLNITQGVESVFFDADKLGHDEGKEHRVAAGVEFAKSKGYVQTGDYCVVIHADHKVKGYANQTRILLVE
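Kinase-Glo luminescence read after 1 h RT reaction of 0.1 nM LmPK with 0.5 mM PEP and 0.1 mM ADP. Activity scaled between uninhibited and enzyme-free controls.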
Pf growth 96h: Primary qHTS for delayed death inhibitors of the malarial parasite plastid, 96 hour incubation; P. falciparum luciferase reporter growth, 96 h; Potency, µM (highest dose often 28.7 µM), for inactives: at the highest dose activity change, negative = inhibition, actives largely listed as inhibitors; hit rate 6.9% among 320,000; AID 504834, 2011
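P. falciparum expressing integrated firefly luciferase grown in erythrocytes (2% hematocrit, 0.05% parasitemia final) with compounds for 96 hours at 37 C, 5% CO2. Growth inhibition read as loss of luminescence after adding luciferase detection reagent.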
The depositor's hits bear a star; ? = inconclusive; . = no result given; [ ] = remark or other dose. Calls come from the whole dose curve; as a rule, active = well fitted curve in the direction sought with a large enough effect; inconclusive = small, poorly fitted or top-dose-only effect, or another doubt; inactive = no such curve, though single readings can be large; an effect the other way counts as inactive or inconclusive. % is set by controls: 0 for no effect and ±100 for the full control effect; potency is the fitted concentration of half-maximal effect.

SMILES	TbPYK inhibitor	Pf growth 48h	Sm TGR block	HCV inhibitor	LmPK inh	Pf growth 96h
CCCOc1ccc(S(=O)(=O)NNC(=O)c2cc3ccccc3o2)cc1	0%	8%	-17%	8%	2%	35%[activator]
O=C(c1cc(COc2ccc(F)cc2Cl)on1)N1CCSCC1	2%	106%[activator]	19%	-13%	-1%	?
Cc1nn(C)c(C)c1CN(Cc1nc(CCC(C)C)no1)C(C)C	-2%	?	-12%	1µM*	5%	39%[activator]
Cc1ccc(NC2CCCN(C(=O)CCCN3CCCCC3=O)C2)cc1C (stereo not given)	0%	?	-24%	8%	3%	?
O=C(c1ccccc1)c1c(O)cc(-c2ccccc2)oc1=O	-7%	-9%	-2%	4%	-4%	2%
c1ccc2[nH]c(CN3CCCCC3)nc2c1	4%	-4%	8%	0%	-14%	.
CC(C)CCNC(=O)c1onc(CSc2ccncc2)c1C(=O)NCCC(C)C	-6%	-18%	0%	4%	2%	-23%
COc1ccc(C2(c3ccc(OC)cc3)NC(=O)N(CC(=O)NC3CCCC3)C2=O)cc1	2%	6%	-1%	2%	.	14%
Fc1cccc(Nc2ncnc3c2cnn3-c2ccccc2)c1	7%	52%[activator]	8%	?	3%	38%[activator]
Cc1ccc(CN2CCN(Cc3cnn(-c4ccc(F)cc4)c3)CC2CCO)o1 (stereo not given)	-1%	-16%	-19%[57.1 µM]	3%	0%	?
CCOc1ccc2nc(NCCNC(=O)Nc3ccccc3)c(C#N)cc2c1	2%	?	-1%	?	0%	3%
COc1cccc(C(=O)NCC(=O)N/N=C/c2cn[nH]c2-c2ccccc2)c1	-3%	3%	-25%	17%	-2%	3%
O=C(O)c1cccc(OS(=O)(=O)c2cc(Br)ccc2Br)c1	-2%	-18%	-19%	15%	.	-20%
O=C(c1cc(-c2ccc(O)cc2)on1)N1CCCCCC1	-10%	114%[activator]	-12%	9%	2%	-1%
COc1ccc(C(=O)c2ccc(Br)cc2)cc1	-17%	12µM*	-2%	15%	7%	?
Cn1c2cc(C#N)sc2c2cnn(Cc3ccc(F)cc3)c(=O)c21	3%	1%	9%	.	.	4%
CN1C(=O)/C(=C/c2ccccc2OCc2ccc(F)cc2)N(C)C1=S	0%	?	-3%	-10%	4%	64%[activator]
COc1ccc(OCc2cc(C(=O)N3CCN(C4CCCC4)CC3)no2)c(Cl)c1	11%	-8%	-27%	?	-12%	?
Cc1ccc(SCC(=O)NCC2COc3ccccc3O2)cc1 (stereo not given)	3%	-18%	-11%	14%	.	?
Cc1ccc(NC(=O)C2CCCN(S(=O)(=O)c3c(C)noc3C)C2)cc1F (stereo not given)	3%	?	1%	-4%	5%	2.3µM*
Cc1cc(C)n(-c2cc(-c3ccccc3)nc(C)n2)n1	?	-3%	2%	2%	-2%	.
Cc1ccc(P(=O)(CSC(=N)N)c2ccc(C)cc2)cc1	-7%	-2%	-9%	?	6%	-7%
O=C(/C=C/c1cccs1)Nc1sc2c(c1C(=O)O)CCCC2	8%	20%	4%	-5%	-5%	29%
O=C(CSc1nnc(CCc2nc3ccccc3[nH]2)n1-c1ccccc1)NCc1ccccc1	-2%	?	12%	-6%	-1%	10µM*
CCCCn1c(N)c(N(CCOC)C(=O)CSCc2ccc(Cl)c(Cl)c2)c(=O)[nH]c1=O	-2%	?	-6%	2%	.	?
COc1ccc(Cl)cc1NC(=O)CNc1ccccc1N1CCOCC1	-2%	-22%	7%	3%	1%	?
O=C1c2ccccc2-c2c1cccc2C(=O)N1CCOCC1	1%	-1%	-2%	18%	1%	-2%
O=C(Cn1nc(C(F)(F)F)cc1C1CC1)Nc1ccccc1F	2%	9%	-8%	-3%	2%	40%[activator]
S=C(NCCCc1ccccc1)NC1CCCCC1	0%	?	-20%	?	-7%	-1%
O=C(CCN1C(=O)C2C3C=CC(C3)C2C1=O)Nc1ccccn1 (stereo not given)	-9%	-9%	0%	0%	5%	-27%
O=C(O)c1cc(S(=O)(=O)N2CCN(C(c3ccccc3)c3ccccc3)CC2)ccc1Cl	1%	12µM*	2%	2%	5%	9.3µM*
CCC1CCc2sc(C(=O)NNC(=S)NCC3CCCO3)cc2C1 (stereo not given)	-2%	-17%	0%	3%	.	11%
CCCCOc1ccc(C(=O)NCC(=O)NC(C)CCc2ccccc2)cc1 (stereo not given)	0%	?	-8%	?	-5%	?
COc1cccc(NS(=O)(=O)c2cc3c4c(c2)CCC(=O)N4CCC3)c1	-6%	?	0%	?	.	-10%
O=C(c1ccc(S(=O)(=O)Nc2ccccc2F)cc1)N1CCC1	-4%	5%	-3%	8%	.	28%
COc1ccc(S(=O)(=O)N2CCC(NC(=O)OCc3c(Cl)cccc3Cl)CC2)cc1	0%	?	1%	-11%	-3%	?

16 of the compounds above, with bars between the fields:
Structure | TbPYK inhibitor | Pf growth 48h | Sm TGR block | HCV inhibitor | LmPK inh | Pf growth 96h
Cc1cc(C)n(-c2cc(-c3ccccc3)nc(C)n2)n1 | ? | -3% | 2% | 2% | -2% | .
Cc1ccc(P(=O)(CSC(=N)N)c2ccc(C)cc2)cc1 | -7% | -2% | -9% | ? | 6% | -7%
O=C(/C=C/c1cccs1)Nc1sc2c(c1C(=O)O)CCCC2 | 8% | 20% | 4% | -5% | -5% | 29%
O=C(CSc1nnc(CCc2nc3ccccc3[nH]2)n1-c1ccccc1)NCc1ccccc1 | -2% | ? | 12% | -6% | -1% | 10µM*
CCCCn1c(N)c(N(CCOC)C(=O)CSCc2ccc(Cl)c(Cl)c2)c(=O)[nH]c1=O | -2% | ? | -6% | 2% | . | ?
COc1ccc(Cl)cc1NC(=O)CNc1ccccc1N1CCOCC1 | -2% | -22% | 7% | 3% | 1% | ?
O=C1c2ccccc2-c2c1cccc2C(=O)N1CCOCC1 | 1% | -1% | -2% | 18% | 1% | -2%
O=C(Cn1nc(C(F)(F)F)cc1C1CC1)Nc1ccccc1F | 2% | 9% | -8% | -3% | 2% | 40%[activator]
S=C(NCCCc1ccccc1)NC1CCCCC1 | 0% | ? | -20% | ? | -7% | -1%
O=C(CCN1C(=O)C2C3C=CC(C3)C2C1=O)Nc1ccccn1 (stereo not given) | -9% | -9% | 0% | 0% | 5% | -27%
O=C(O)c1cc(S(=O)(=O)N2CCN(C(c3ccccc3)c3ccccc3)CC2)ccc1Cl | 1% | 12µM* | 2% | 2% | 5% | 9.3µM*
CCC1CCc2sc(C(=O)NNC(=S)NCC3CCCO3)cc2C1 (stereo not given) | -2% | -17% | 0% | 3% | . | 11%
CCCCOc1ccc(C(=O)NCC(=O)NC(C)CCc2ccccc2)cc1 (stereo not given) | 0% | ? | -8% | ? | -5% | ?
COc1cccc(NS(=O)(=O)c2cc3c4c(c2)CCC(=O)N4CCC3)c1 | -6% | ? | 0% | ? | . | -10%
O=C(c1ccc(S(=O)(=O)Nc2ccccc2F)cc1)N1CCC1 | -4% | 5% | -3% | 8% | . | 28%
COc1ccc(S(=O)(=O)N2CCC(NC(=O)OCc3c(Cl)cccc3Cl)CC2)cc1 | 0% | ? | 1% | -11% | -3% | ?

Following part
SMILES	TbPYK inhibitor	Pf growth 48h	Sm TGR block	HCV inhibitor	LmPK inh	Pf growth 96h
CC1(OC(=O)CCc2ccccc2)C(=O)C=C2C=C(c3ccc(C#N)cc3)N(Cc3ccccc3)C=C2C1=O (stereo not given)	1%	?	?	40%[activator]	-7%[11.5 µM]	?
COc1cc(C(=O)OCCc2cc3ccccc3c(=O)o2)cc(OC)c1OC	-1%	?	-21%	3.5µM*	.	?
CCCS(=O)(=O)N1CCCC(C(=O)NCCN2CCOCC2)C1 (stereo not given)	5%	3%	10%	11%	5%	141%[activator]
Nc1ccn(-c2ncc(C(F)(F)F)cc2Cl)c(=O)n1	0%	11%	0%	2%	1%	47%[activator]
CSc1ccc(CN2CCCCCC2)cc1	16%	-1%	10%	-5%	0%	0%
COc1ccc(NCN2C(=O)C3C4C=CC(C4)C3C2=O)cc1 (stereo not given)	-3%	1%	11%	11%	-5%	10µM*
O=C(CN1C(=O)c2cccnc2Oc2ccc(Cl)cc21)NC1CCCCC1	0%	?	-26%	0%	0%	11%
Cc1ccc(N(C(=O)Cn2nnc3ccccc32)C(C(=O)NCc2ccco2)c2cccnc2)cc1 (stereo not given)	-3%	10µM*	-35%	-2%	-4%	?
O=C(NCCc1ccc2c(c1)OCCO2)c1ccccn1	3%	165%[activator]	3%	-7%	-5%	223%[activator]
Cc1ccc2c(c1)-c1ccccc1S(=O)(=O)N2	7%	9%	6%	14%	-2%	.
Cc1ccccc1-n1c(Cn2c(=O)sc3ccccc32)nnc1SCC(=O)NCC1CCCO1 (stereo not given)	-7%	.	69%[activator]	11%	12%	?
Cc1nc2cc(NC(=O)N3CC4(C)CC3CC(C)(C)C4)ccc2n1C (stereo not given)	-29%	16%	-13%	0%	2%	9%
COc1ccc(-n2cnnc2SCC(=O)Nc2cccc([N+](=O)[O-])c2)cc1	-9%	-5%	3%	?	-2%	-23%[5.75 µM]
O=S1(=O)NC(=NCc2ccco2)c2ccccc21	0%	-6%	-7%	14%	9%	?
CCCC(=NCC(=O)O)C1=C(O)C(C(=O)OC)C(C)(C)CC1=O (stereo not given)	-11%	0%	7%	21%	-1%	-3%
COC(=O)c1ccccc1N(C)S(C)(=O)=O	2%	-2%	-6%	18%	-10%	-1%
Cc1noc(NS(=O)(=O)c2ccc(N/C=C/C(=O)c3cccnc3)cc2)c1C	-2%	7%	-26%	-3%	-4%	-9%
CC(=O)Nc1ccc(NC(=O)C(C)OC(=O)/C=C/c2cccs2)cc1 (stereo not given)	-2%	26%	-9%	1%	1%	7%
CCOC(=O)C1CCN(c2cc(=O)n(-c3ccccc3Cl)c(=O)[nH]2)CC1	-14%	1.9µM*	-14%	21%	0%	13%
N#Cc1ccc2[nH]c(CO)c(-c3ccccc3)c2c1	-1%	30%	-4%	?	1%	21%
CCC(=O)NC(=S)Nc1cccc(NC(=O)CC)c1	-5%	-3%	5%	-29%	-4%	0%
COc1ccccc1N(C)S(=O)(=O)c1ccc(C(=O)OCC(=O)NCc2ccco2)cc1	-8%	?	1%	10%	6%	4%[5.75 µM]
C[C@@H](NC(=O)C1(c2ccccc2)CCN(C(=O)OC(C)(C)C)CC1)C(=O)N[C@@H](Cc1ccccc1)C(=O)O	3%	?	-2%	2%	0%	?
O=C(Cn1nc(C(F)(F)F)c2c1CCCC2)NCc1ccco1	1%	10%	0%	15%	2%	18%
COc1cccc(-c2cccc(NC(=O)C3CCN(CC4CCOC4)CC3)c2)c1 (stereo not given)	-3%	-12%	0%	-14%	-6%	?
O=C(NCC(=O)N(c1cccc(F)c1)C(C(=O)NC1CCCC1)c1cccnc1)c1cccs1 (stereo not given)	1%	4%	10%	15%	-8%	-16%
COc1ccccc1-n1c(CCC(=O)O)ccc1-c1ccccc1	4%	1%	28µM*	-2%	0%	2%

Not a hit list (roughly 16% active in at least one column).
